Assay outcomes: PubChem, several laboratories
Dynein transport: blocks dynein driven cargo transport along microtubules. AID 1381. 3617.4 mouse cells, GR-EGFP nuclear translocation imaging; test concentration mostly 20 µM; stimulated with dexamethasone, 1 µM; active compounds read low. z-score, hits read low. 220,000 tested, 0.47% active;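 active = plate z-score of nuclear minus cytoplasmic receptor signal below a set negative limit, without overly bright fluorescence or cell loss, cut at about -3.5 in these data, passing the limit was not always enough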;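 also: z-score of nuclear minus cytoplasmic ring GR-EGFP intensity difference per well; some compounds called inactive have numbers as strong as hits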
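Schedule: 48 h induction, then 1 h compound, then 30 min agonist, 37 °C. Buffer or medium: tetracycline-free induction medium containing charcoal-stripped FBS. Reagent: 1.0 µM final dexamethasone stimulus. Evaluation: nuclear versus cytoplasmic GR-EGFP signal, averaged per well. Signal: high-content fluorescence imaging after fixation.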
MT stabilize HCS: microtubule stabilizers in HeLa cells; HeLa tubulin immunostaining HCS, 24 h; share of cells brighter than vehicle mean+2SD; % tubulin-high responders, % at 10 µM; 200,000 tested, 0.83% active; AID 2205;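 active = plate Z-score above 3 for both tubulin-high and condensed-nucleus cell shares, with cell loss under 80%, at 10 µM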;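 also: anti alpha tubulin signal scored within the nucleus-defined area of each cell; some results filed as inactive read as strong as hits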
Ins promoter up: MIN6 insulin promoter up-regulation; MIN6 insulin promoter-GFP reporter, high-content imaging; active compounds read high; z-score at 5 µM; 190,000 tested, 0.3% active; AID 1625;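 active = z-score above 3 at 5 µM with at least 500 cells counted in the well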
HEK293 NOD2/NF-kB: inhibition of NOD2-driven NF-kB reporter – cell-based, luminescence, uHTS, HEK293 (AID 1566). HEK293 NOD2/NF-kB luciferase reporter, luminescence; higher % means a stronger effect. inhibition, % at 4 µM; hits with a dose series show EC50 in µM. 290,000 tested, 0.63% active; in the data active = inhibition above about 50%; also: many of its hits are not listed in these tables
bCat nuc transl: modulators of beta-catenin nuclear translocation; HeLa beta-catenin nuclear translocation, immunofluorescence imaging; nuclear translocation activity, % at 5 µM; 190,000 tested, 0.3% active; AID 1665;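 active = nuclear translocation activity above 50% at 5 µM, with a well cell count of 50 or more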;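 also: per-cell ratio of nuclear to cytoplasmic median beta-catenin stain intensity; plate controls were DMSO negative control for no effect and GSK-3 inhibitor IX positive control for full effect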
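Technique: fluorescence imaging of beta-catenin antibody stain plus DAPI / Material: human HeLa cell line / Incubation: compound treatment 24 h, 37°C, 5% CO2 / Read-out basis: % activation of per-cell nuclear versus cytoplasmic median beta-catenin signal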
Autophagy mod: alters autophagy in cells | MEF GFP-LC3 puncta imaging; test concentration mostly 10 µM | calls only at 10 µM (by protocol) | 190,000 tested, 0.98% active | AID 463193;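 active = percentage of spot-positive cells more than 3 SD above its plate mean, without a fluorescence outlier flag or 80% toxicity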;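 also: spot-positive cell cutoff set from DMSO-treated cells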
M17LAP inhibition: P. falciparum M17LAP inhibitors, primary screen, biochemical, fluorogenic H-Leu-NHMec substrate, 1536-well (AID 1619). recombinant M17LAP, H-Leu-NHMec fluorogenic kinetic assay; higher % means a stronger effect. inhibition, % at 30 µM, or IC50 in µM where a hit was titrated. 220,000 tested, 0.38% active;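 active = compound inhibiting the enzyme by more than half at any dose during confirmatory dose-response retesting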;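 also: plate controls were full reaction with DMSO carrier for no effect and no enzyme background for full effect; strong numbers were not always called active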
NOD1 NF-kB reporter: NOD1 signaling inhibitors, primary screen, cell-based, luminescence, uHTS (AID 1578) | one-dose inhibition, % at 4 µM; EC50 in µM for titrated hits | NOD1-driven NF-kB luciferase reporter cells, luminescence; higher % means a stronger effect | 290,000 tested, 1% active; in the data active = inhibition mostly above about 36%, no sharp cut-off; inactive = mostly below about 34%;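 also: HEK-293T reporter cells stimulated with the NOD1 agonist gamma-tri-DAP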
Yfh1-depleted yeast: mitochondrial function rescue without frataxin homolog – Friedreich's ataxia, plus single-dose screen, dose response (AID 1465) | S. cerevisiae Yfh1-off respiration, WST-1 reduction, 72 h; higher fold induction means a stronger effect | fold induction at 50 µM, or EC50 in µM where a hit was titrated | 220,000 tested, 0.074% active;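 active = fold induction of absorbance versus untreated yeast above a set limit, then at least 30% activation at any dose in follow-up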;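 also: activators that raise dye reduction in frataxin-depleted yeast; strong numbers were not always called active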
Dynein transport cytoplasmic EGFP: recorded beside Dynein transport, whose call it bears; z-score; measured here: cytoplasmic GR-EGFP intensity; active compounds read high
Dynein transport nuclear GR-EGFP: recorded beside Dynein transport, whose call it bears; z-score; measured here: nuclear GR-EGFP intensity;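 lower value marks the stronger effect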
Dynein transport cell count: also measured in Dynein transport; calls as there; z-score; measured here: cell count per field
Ins promoter up cell count: further read-out of Ins promoter up, marked with its call; cell count; measured here: cytotoxicity, nuclei count;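 total cells summed across four imaged fields per well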
bCat nuc transl cell count 5 µM: recorded beside bCat nuc transl, whose call it bears; cell count; measured here: cell count, cytotoxicity flag
MT stabilize HCS Hoechst-high %: recorded beside MT stabilize HCS, whose call it bears; % Hoechst-high responders; measured here: nuclear condensation Hoechst responders;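 share of cells brighter than vehicle mean plus two SD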
MT stabilize HCS cytotoxicity %: also measured in MT stabilize HCS; calls as there; toxicity, %; measured here: cytotoxicity by cell density;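 0% = mean cell density of plate MIN control wells and 100% = no cells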
Autophagy mod cell loss 18 h: second read-out of Autophagy mod, no call of its own (marks repeat the call); toxicity, %; measured here: cell loss, nuclei count;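 cell loss after 18 h compound exposure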
Active calls of the source: *; i = inactive; x = no result given; + = active, no number.

SMILES	Dynein transport	Dynein transport cytoplasmic EGFP	Dynein transport nuclear GR-EGFP	Dynein transport cell count	MT stabilize HCS	MT stabilize HCS Hoechst-high %	MT stabilize HCS cytotoxicity %	Ins promoter up	Ins promoter up cell count	HEK293 NOD2/NF-kB	bCat nuc transl	bCat nuc transl cell count 5 µM	Autophagy mod	Autophagy mod cell loss 18 h	M17LAP inhibition	NOD1 NF-kB reporter	Yfh1-depleted yeast
CCS(=O)(=O)c1ccc(O)c(NC(=O)Nc2ccc(C(C)(C)C)cc2)c1	-0.38	-0.22	0.43	-0.5	x	x	x	-0.36	1115	-102%	0.6	1260	x	x	-1%	4%	i
N#Cc1cc(Oc2ccccc2)c(-n2nnc3ccccc32)cc1C#N	0.2	-0.16	0.69	-1.6	3.6	2.0	4.4	x	x	6%	-0.3	1161	i	14	-11%	-42%	i
Cc1cc(C)cc(C(=O)OCC(=O)NCC(F)(F)F)c1	-0.34	-0.29	-0.46	0.12	3.5	1.8	7.9	-0.27	1333	2%	x	x	i	1	1%	-14%	i
O=C(Cc1ccc(S(=O)(=O)N2CCCC2)s1)N1CCN(c2ccccc2)CC1	0.61	-0.18	-0.043	0.88	2.9	2.8	8.7	-0.9	1259	9%	-4.5	1066	i	-5	5%	-17%	i
Cn1c(Cc2ccccc2)nnc1SCC(=O)c1ccc(Br)s1	-0.84	-0.18	-0.24	-0.89	2.4	1.7	3.4	0.36	1134	3%	x	x	i	2	4%	-32%	i
COc1ccccc1-c1cn[nH]c1-c1ccc(OCc2ccccc2F)cc1O	0.072	-0.26	-0.37	-0.033	x	x	x	-0.08	1490	12%	0.7	1135	x	x	1%	0%	i
COc1ccc(/C=C2/SC(=O)N(NS(=O)(=O)c3ccccc3)C2=S)cc1OC	-0.74	-0.036	-0.036	0.81	1.3	1.2	3.4	-0.33	853	-5%	0.1	1210	i	-9	30%	-24%	i
CC(=O)c1ccc(N2CCN(S(=O)(=O)c3c(C)[nH]c(=O)[nH]c3=O)CC2)cc1	-0.089	-0.23	-0.28	0.48	1.8	2.6	1.5	0.22	1505	-4%	2.0	993	i	4	9%	-19%	i
Cc1ccc2c(CC(=O)O)coc2c1	-0.5	-0.22	-0.21	0.82	2.3	1.8	3.4	-1.1	1072	15%	-0.8	1117	i	-8	13%	4%	i
CCCC(c1nnnn1Cc1ccco1)N1CCN(C2CCCC2)CC1 (stereo not given)	2.4	-0.21	1.9	-0.73	3.2	1.8	5.1	-1.2	1478	-29%	-7.7	1018	i	12	15%	-6%	x
Cc1ccc2[nH]c(=O)c(CN(CCCN3CCOCC3)Cc3nnnn3C3CCCC3)cc2c1	1.5	0.48	1.7	-2.9	4.7	2.1	7.0	-1.2	1013	20%	-4.6	1023	i	0	1%	4%	i
O=C(NCc1ccccn1)c1ccc(CNS(=O)(=O)c2cccc(C(F)(F)F)c2)cc1	-0.58	-0.16	-0.22	0.79	2.6	1.9	7.8	1.4	1667	27%	-4.8	1180	i	25	2%	-22%	i

3 of the entries above in order of the Dynein transport cell count value, highest first:
mol	Dynein transport cell count
CC(=O)c1ccc(N2CCN(S(=O)(=O)c3c(C)[nH]c(=O)[nH]c3=O)CC2)cc1	0.48
Cc1cc(C)cc(C(=O)OCC(=O)NCC(F)(F)F)c1	0.12
CCS(=O)(=O)c1ccc(O)c(NC(=O)Nc2ccc(C(C)(C)C)cc2)c1	-0.5

The list continues.
SMILES	Dynein transport	Dynein transport cytoplasmic EGFP	Dynein transport nuclear GR-EGFP	Dynein transport cell count	MT stabilize HCS	MT stabilize HCS Hoechst-high %	MT stabilize HCS cytotoxicity %	Ins promoter up	Ins promoter up cell count	HEK293 NOD2/NF-kB	bCat nuc transl	bCat nuc transl cell count 5 µM	Autophagy mod	Autophagy mod cell loss 18 h	M17LAP inhibition	NOD1 NF-kB reporter	Yfh1-depleted yeast
CCOC(=O)c1[nH]c(C)c(/C(O)=C2\C(=O)C(=O)N(CCN(C)C)C2c2ccco2)c1C (stereo not given)	x	x	x	x	x	x	x	1.2	1226	5%	-4.7	1229	x	x	x	-9%	i
Cc1ccc(-n2nnnc2SCC(=O)NC(=O)Nc2ccc3c(c2)OCCO3)cc1	-0.51	-0.21	-0.26	0.57	4.3	3.6	11	0.8	1421	-8%	-9.4	1020	i	6	4%	-11%	i
COc1ccc(-c2cc(=O)c3cc(OC)c(OC)cc3[nH]2)cc1	-0.088	-0.21	0.32	0.48	4.8	3.2	4.4	0.29	1206	-20%	x	x	i	-13	-31%	-30%	i
CN(c1ccc(OCC(=O)NC2CCCC2)cc1)S(=O)(=O)c1cccs1	0.25	-0.28	0.28	1.5	2.4	1.4	6.0	-0.02	836	4%	x	x	i	8	-11%	-13%	i
CCOC(=O)c1ccc(-n2c(CN3CCN(CC)CC3)nc3ccc([N+](=O)[O-])cc3c2=O)cc1	-0.74	-0.23	-0.32	0.42	2.7	1.8	8.9	x	x	14%	1.9	1046	i	21	1%	3%	i
Cc1cc(Br)c(NC(=O)CN(C)CCOc2ccccc2)c(Br)c1	-0.016	-0.27	0.36	-0.62	4.8	3.3	7.9	0.02	1236	2%	-2.0	1090	i	-6	-23%	23%	i
O=C(NN1C(=O)CSC1=S)C(=O)NN1C(=O)CSC1=S	0.2	0.35	0.81	-0.96	3.4	2.5	7.1	1.3	905	8%	0.3	1065	i	-6	20µM*	-5%	i
CS(=O)(=O)n1nc(-c2ccc(Cl)cc2)nc1N	-0.13	-0.3	0.38	-0.33	1.8	1.7	3.7	1.2	1509	-38%	-2.2	1058	i	-15	3%	-20%	i
COc1ccc(NC(=O)/C(=C\c2cccnc2)NC(=O)c2cccs2)cc1	-0.14	0.078	-0.06	0.2	6.6	2.6	8.0	-0.26	1396	22%	-2.0	984	i	5	10%	-7%	i
Cn1nc(C(F)(F)F)c(C(=O)Nc2ccc(F)cc2F)c1Sc1ccc(C(F)(F)F)cc1	-0.17	-0.22	-0.55	0.35	0.8	2.4	11	x	x	-6%	x	x	i	0	-5%	4%	i
COc1ccc(N=C(N(C)C)P(=O)(N(C)C)N(C)C)cc1	0.0035	-0.3	0.16	0.031	5.5	1.8	10	x	x	2%	-8.0	984	i	11	8%	7%	i
Cc1cccc(OCCCC(=O)Nc2nc3ccccc3[nH]2)c1	0.33	-0.26	0.19	0.99	5.0	1.9	11	0.09	1424	-2%	-3.1	1083	+	11*	2%	-38%	i
CN(C)CC/C=C1/c2cc(F)ccc2CSc2ccc(F)cc21	-0.67	-0.31	-0.67	0.55	2.2	2.8	4.6	x	x	10%	-1.8	944	i	-11	9%	-29%	i
O=C(Nc1nccs1)c1ccc(NC(=O)C2CC=CCC2C(=O)O)cc1 (stereo not given)	-0.17	-0.4	-0.59	1.2	3.0	1.7	5.7	0.22	1426	16%	1.7	1360	i	6	23µM*	-3%	i
COc1ccccc1CNCC(=O)Nc1ccccc1-n1cccc1	0.035	-0.11	0.29	-0.69	2.7	1.6	5.1	-0.23	1661	2%	0.8	982	i	-1	-10%	-28%	i
Cc1cc(C)nc(/N=C(\N)Nc2cc([N+](=O)[O-])ccc2C)n1	-0.56	-0.2	0.21	-0.56	2.7	2.1	9.9	-0.44	1401	14%	0.2	1330	i	13	6%	3%	i
O=C(Nc1csc([N+](=O)[O-])c1)Nc1ccccc1Cl	-0.41	-0.21	0.21	-0.62	x	x	x	-1	965	-29%	-0.8	1389	x	x	2%	-4%	i
CCCOc1ccc(CN(CCC#N)C(=S)NC(=O)c2ccccc2)cc1	-0.32	-0.33	-0.39	0.31	3.2	2.7	4.4	-0.29	1023	9%	-1.8	513	i	-17	11%	30%	i
O=C(NC1CCCCCC1)c1c(O)c2ccccc2[nH]c1=O	-0.56	-0.24	-0.041	0.63	5.3	3.1	5.8	x	x	-9%	-0.6	909	i	-14	-7%	-66%	i
CCN(CC)CCC(C)OC(c1ccccc1)c1ccccc1 (stereo not given)	0.073	-0.3	0.16	0.35	1.8	1.5	2.4	-0.2	1288	6%	0.3	1062	i	10	3%	-29%	i
CC1CCN(S(=O)(=O)c2cccc(S(=O)(=O)N3CCOCC3)c2)CC1	0.14	0.019	-0.021	0.18	1.2	1.4	8.6	0.63	811	-10%	2.0	1020	i	-4	-12%	15%	i
CCOC(=O)c1c(O)c2ccccc2n(C)c1=O	0.66	-0.34	0.59	-0.13	2.8	1.5	6.2	0.07	1693	16%	0.4	894	i	-8	-8%	-25%	i
O=C(O)CSCc1cnn(-c2ccccc2)c1-n1cccc1	-0.56	-0.092	-0.12	-0.51	3.9	2.2	11	x	x	7%	-1.1	1286	i	-7	13%	-24%	i
COc1ccccc1NC(=O)N1CCCC1C(=O)NCC1CCCO1 (stereo not given)	-0.19	-0.27	-0.097	0.71	1.4	1.4	5.4	-0.05	1469	-2%	0.1	1458	i	16	-2%	-28%	i
O=C(Nc1cccc2ccccc12)/C(Cl)=C/c1ccccc1	0.43	-0.06	-0.054	-0.39	3.5	1.2	6.8	x	x	-32%	-3.5	1105	i	-18	-8%	-30%	i
Cc1cc(C)c(C#N)c(SCS(=O)c2ccc(C(C)(C)C)cc2)n1 (stereo not given)	-0.98	-0.096	-0.28	0.045	3.1	1.5	7.3	1.4	1560	-3%	0.8	1242	i	-7	-6%	39%	i
CCN1CCN(CC(=O)Nc2cc(F)ccc2C)CC1	1.2	-0.21	0.81	-0.84	1.4	1.4	9.0	0.15	1011	-4%	x	x	i	7	-6%	-4%	i
C=CCN1C(=O)C(O)(CC(=O)c2ccccc2)c2ccccc21 (stereo not given)	-0.55	-0.23	-0.067	0.85	2.7	3.3	7.7	-0.09	1036	5%	-0.4	1100	i	-2	-3%	-4%	i

Only part of the results is shown; rates above refer to the full screens.
